Efflux pump mplx – inhibitors of Candida antifungal efflux pumps expressed in yeast. S. cerevisiae Candida pump triplex, Nile Red efflux. AID 485275. inhibition, % at 10 µM. hit rate 0.44% among 330,000;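 active means plate passing quality check with inhibition over a set limit, or well fluorescence over plate mean plus 4 SD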;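 further: Nile Red retained in pooled yeast measured as flow cytometry median fluorescence; 0% = buffer negative control and 100% = Enniatin B positive control; higher means more Nile Red kept so more efflux inhibition; some compounds called inactive have numbers as strong as hits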
PP1 counter – blocks human PP1-alpha phosphatase, a PP5 counter-screen | P62136 | purified PP1alpha, OMFP fluorescence | inhibition, % at 6.7 µM | hit rate 0.9% among 320,000 | AID 2235;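 active means inhibition above the mean inhibition of all tested compounds plus 3 SD, computed separately for each screening campaign, cut at about 15% in these data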
CTSL1 counter – counter-screen for PFM18AAP inhibitors: inhibitors of F. hepatica cathepsin L1; recombinant F. hepatica cathepsin L1, Z-Leu-Arg-MCA fluorescence; hit rate 0.49% among 300,000; inhibition, % at 5.96 µM;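 active means inhibition above the mean of all tested compounds plus 3 SD, set per screening campaign, cut at about 17% in these data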;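 further: 0% = plate median of test compound wells and 100% = 1 µM Z-Phe-Ala-diazomethylketone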
JMJD2C inh – inhibitors of human GASC-1 (JMJD2C) demethylase; hit rate 0.069% among 330,000; AID 2099; inhibition, % at 2.35 µM; GST-JMJD2C(1-420) H3K9me3 demethylation, DELFIA europium; Q9H3R0;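 active means more than half of a compound's replicate wells show inhibition beyond 50%, single wells judged on their own value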;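 further: signal counts dimethyl H3K9 product captured on neutravidin plate; 0% = median of DMSO wells and 100% = 0.3 times that DMSO median; strong numbers were not always called active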
PREPL inh – human PREPL enzyme inhibition | Q4J6C6 | recombinant PREPL, fluorescence polarization activity-based probe | inhibition, % at 5.96 µM | hit rate 0.68% among 320,000; in the data active means inhibition above about 43%;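 further: 0% = enzyme with DMSO and 100% = wells lacking enzyme; many of its hits are not listed in these tables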
Target sequence (Q4J6C6 whole entry, looked up): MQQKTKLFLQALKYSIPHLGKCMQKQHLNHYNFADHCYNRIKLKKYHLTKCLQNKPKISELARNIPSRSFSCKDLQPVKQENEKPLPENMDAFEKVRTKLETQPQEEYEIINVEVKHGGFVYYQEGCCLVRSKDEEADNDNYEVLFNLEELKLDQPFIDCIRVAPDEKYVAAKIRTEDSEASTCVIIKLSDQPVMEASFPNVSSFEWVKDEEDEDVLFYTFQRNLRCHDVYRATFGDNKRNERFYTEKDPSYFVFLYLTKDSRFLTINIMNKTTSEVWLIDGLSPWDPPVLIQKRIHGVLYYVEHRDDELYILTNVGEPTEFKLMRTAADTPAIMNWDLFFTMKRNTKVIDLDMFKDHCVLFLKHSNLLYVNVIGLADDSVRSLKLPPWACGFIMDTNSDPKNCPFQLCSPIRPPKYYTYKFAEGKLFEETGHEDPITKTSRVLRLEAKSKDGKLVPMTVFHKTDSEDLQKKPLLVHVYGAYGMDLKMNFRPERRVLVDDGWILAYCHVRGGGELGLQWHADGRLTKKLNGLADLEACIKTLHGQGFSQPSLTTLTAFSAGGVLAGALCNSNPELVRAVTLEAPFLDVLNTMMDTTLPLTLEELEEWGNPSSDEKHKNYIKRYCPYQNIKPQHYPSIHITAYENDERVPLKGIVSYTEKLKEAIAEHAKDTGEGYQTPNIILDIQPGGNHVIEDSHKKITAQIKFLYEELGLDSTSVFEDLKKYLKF
TPT1 inhibitor – blocks Candida albicans tRNA 2'-phosphotransferase | recombinant caTPT1, FP RNA substrate dephosphorylation | inhibition, % at 5 µM | hit rate 0.81% among 300,000;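 active means inhibition above the mean of all tested compounds plus 3 SD, set per screening campaign, cut at about 24% in these data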;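 further: plate controls were DMSO alone for no effect and ferristatin control at 100 nM for full effect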
LYPLA2 counter – blocks human lysophospholipase 2, a PME1 counter-screen; O95372; recombinant LYPLA2, FP-Rh probe fluorescence polarization; inhibition, % at 5.9 µM; hit rate 0.38% among 320,000; AID 2177;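 active means inhibition above the screen-wide mean plus 3 SD, limit set per campaign, cut at about 26% in these data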;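 further: 0% = LYPLA2 with DMSO and 100% = wells lacking LYPLA2 enzyme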
Target sequence (O95372 whole entry, looked up): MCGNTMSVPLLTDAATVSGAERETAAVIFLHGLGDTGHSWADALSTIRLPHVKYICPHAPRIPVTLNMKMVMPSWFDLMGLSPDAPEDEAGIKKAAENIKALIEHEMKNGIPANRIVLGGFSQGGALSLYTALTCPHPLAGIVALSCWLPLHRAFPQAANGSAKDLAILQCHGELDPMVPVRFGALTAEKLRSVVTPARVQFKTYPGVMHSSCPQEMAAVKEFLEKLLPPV
PP5 inh – PP5 (human) phosphatase inhibition. P53041. purified PP5c, OMFP substrate fluorescence. inhibition, % at 6.7 µM. hit rate 0.18% among 320,000;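 active means inhibition above the campaign's mean inhibition across all tested compounds plus 3 SD, cut at about 9.5% in these data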;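 further: 0% = DMSO only and 100% = 100 µM cantharidin control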
HCV core dimer – HCV core protein dimerization inhibition; hit rate 0.33% among 300,000; TR-FRET GST/Flag-core106 dimerization, 1536-well; inhibition, % at 5 µM;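 active means inhibition above the mean of all tested compounds plus 3 SD, set per screening campaign, cut at about 45% in these data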
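test system = GST/Flag-tagged HCV core106 proteins | probe or stimulus = Eu donor and XL665 acceptor anti-tag antibodies | times = compound-protein-antibody incubation 4 h at 22.5 °C | signal = TR-FRET, excitation 340 nm, emission 617 and 671 nm | measure = percent inhibition of core106 dimerization signal | controls = wells lacking GST-core106 and wells with excess unlabelled core106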
An asterisk follows results filed as active; i = inactive; · = not tested or not shown; & = joins results of further samples. The list is partial, so the mix of outcomes need not match the whole.

Values run as follows: Efflux pump mplx	PP1 counter	CTSL1 counter	JMJD2C inh	PREPL inh	TPT1 inhibitor	LYPLA2 counter	PP5 inh	HCV core dimer
1. CCOc1cc(C(=O)Nc2c(C)ccc3nsnc23)cc(OCC)c1OCC
 : 0.1	3.1	0.8	8.0	1.1	-1.2	2.6	-0.9	4.0
2. COC(=O)CC1SCCNC1=O (configuration not stated)
 : 0.5	-0.1	-1.2	3.4	8.2	-2.5	-0.5	3.3	-0.6
3. O=C(COc1ccc(Br)cc1)NNC(=S)NC(=O)c1ccccc1[N+](=O)[O-]
 : -0.4	12.8	1.5	4.3	5.8	0.7	32.9*	0.7	-0.8
4. Nc1cc2c(cc1Cl)N(Cc1ccccc1)C(=O)CO2
 : 0.0	-2.1	·	2.5	0.8	·	9.3	-1.1	·
5. COc1ccc(CCNC(=O)C2CCN(S(=O)(=O)c3ccc(OC)cc3)CC2)cc1
 : 0.0	2.8	2.8	-13.3	5.7	-3.8	7.3	1.0	-2.4
6. O=C(CN1C(=O)c2ccccc2S1(=O)=O)c1ccccc1
 : 0.0	-3.3	-2.8	7.4	12.2	-5.1	-0.3	-0.1	-2.7
7. Cc1ccc(Nc2nc3ccccc3n3cnnc23)cc1Cl
 : 0.1	-0.5	5.4	-10.4	1.2	-5.5	0.7	1.9	8.0
8. Cc1cccc(C)c1OCc1cc(C(=O)NCc2ccc(Cl)s2)no1
 : -0.2	3.8	1.6	11.9	4.9	-1.7	-2.9	1.4	-4.3
9. COc1ccc2c3c([nH]c2c1)C(C)N(C(C)=O)CC3 (configuration not stated)
 : -0.3	0.3	-2.5	-8.3	4.7	-3.4	-0.8	-0.8	-7.3
10. Cc1ccc(SCC(=O)OC(C)C(=O)NCc2ccccc2)cc1 (configuration not stated)
 : 0.2	-1.7	-14.9	8.6	3.9	1.8	-6.3	1.5	-0.9
11. COC(=O)c1c(C)[nH]c(C(=O)OCC(=O)NCC(C)C)c1C
 : -0.1	-2.6	-1.8	0.1	4.0	-2.2	4.1	1.2	-2.7
12. O=C1/C(=C/c2cccnc2)SC(=S)N1CCc1ccccc1
 : 0.0	8.2	0.6	13.9	-30.4	2.1	4.1	2.9	1.7
13. CN(Cc1ccccc1)C(=O)COC(=O)c1cncc(Br)c1
 : 0.1	-2.7	-3.8	-2.2	-6.0	-1.3	5.1	-1.5	-0.6
14. CCOC(=O)C1NC(=O)CC1c1ccccc1 (configuration not stated)
 : -0.2	0.5	-1.9	1.8	-7.4	0.3	-1.4	-0.9	-7.3
15. O=C(Nc1ccccn1)C1CCN(S(=O)(=O)c2cccc3nonc23)CC1
 : -0.1	0.6	-2.3	0.7	-6.0	-1.0	5.5	1.7	-7.9
16. CCOC(=O)c1ccc(-c2ccc(/C=N/NC(=O)CN(c3ccccc3Cl)S(C)(=O)=O)o2)cc1
 : 0.2	-2.5	1.0	3.1	17.9	1.4	0.9	-0.3	14.2
17. COc1ccc(-c2cc(-c3ccc(O)cc3)nc(N)c2C#N)cc1OC
 : 0.0	1.9	1.3	-3.0	-0.4	-0.8	-0.5	-0.6	10.8
18. COc1ccccc1-c1cc(C(F)(F)F)n2ncc(C(=O)N3CCc4ccccc4C3)c2n1
 : -0.1	4.7	1.4	-1.6	-27.4	-0.1	0.9	4.0	3.2
19. CCC(C)(CCNC(=O)Cc1ccccc1)c1ccccc1OC (configuration not stated)
 : 0.2	6.9	-1.1	9.8	-13.0	-5.2	-1.9	4.5	-1.2
20. CC1(c2cccc(Br)c2)NC(=O)N(CC(=O)N2CCc3ccccc32)C1=O (configuration not stated)
 : -0.1	-0.4	·	·	-3.2	·	-4.4	2.4	·
21. O=C(CNC1=NCCC1)c1ccc2c(c1)OCCO2
 : -0.1	-1.2	3.2	0.3	7.1	-1.0	4.7	-1.5	-7.2
22. C=CCn1c(C)cc(C(=O)Cn2ncc(Cl)c(Cl)c2=O)c1C
 : 0.2	9.0	4.2	2.9	12.9	0.7	12.6	0.5	50.7*
23. O=C(NNC(=O)c1ccccc1[N+](=O)[O-])c1cccs1
 : 0.0	3.1	-0.3	-1.1	13.5	-2.2	-1.8	0.1	6.7
24. CCCc1nnc(SCC(=O)N2CCCCC2C)n1CCOC (configuration not stated)
 : -0.1	-0.8	-0.1	-1.5	5.6	-0.2	8.8	-2.1	4.3
25. O=C(NCc1ccco1)c1cc(-c2cccc(Cl)c2)on1
 : -0.2	1.9	0.7	1.2	15.1	-0.5	0.1	-1.1	0.3
26. CCCCc1ccc(Nc2ncccc2C#N)cc1
 : 0.1	-5.5	1.7	4.3	4.6	-1.9	-0.8	5.8	-1.8
27. O=C(Nc1cccc(F)c1)C1C2C=CC3(CN(CCCN4CCOCC4)C(=O)C13)O2 (configuration not stated)
 : -0.1	-3.7	2.9	10.9	8.8	-3.4	-0.8	1.1	-15.3
28. COc1cc(C(=O)Nc2ccccn2)cc(OC)c1OC
 : -0.1	-3.3	17.5*	-20.8	4.8	-0.7	2.5	3.5	4.2
29. C#CCOCCOCCOCCNc1nc(N2CCN(C(=O)[C@H]([C@@H](C)CC)n3cc([C@@H](N)CC(C)C)nn3)CC2)nc(N2CCN(C(=O)[C@H](Cc3ccc(O)cc3)n3cc([C@@H](N)CC(C)C)nn3)CC2)n1
 : 0.0	4.0	10.7	-9.2	11.2	0.8	4.4	4.6	-17.8
30. Cc1nc(CSc2ccccc2)cc(=O)[nH]1
 : -0.1	-0.9	3.3	-13.1	2.2	-4.4	1.3	2.1	-6.8
31. N#CCCN(Cc1cccnc1)S(=O)(=O)c1ccc(S(=O)(=O)N2CCCCCC2)cc1
 : -0.2	0.3	-1.0	16.6&-2.7	9.7	-2.7	-0.1	1.1	-1.1
32. CCOC(=O)C1CCN(C(=O)CCNS(=O)(=O)c2ccc(C)cc2)CC1
 : 0.5	-3.7	·	7.3	17.6	·	8.3	-0.8	·
33. CC(C)/C(=N\NS(=O)(=O)c1ccc(Br)cc1)c1cccs1
 : 0.0	-3.2	0.9	-1.9	15.0	-7.7	4.1	0.8	1.3
34. Cc1cccc(C)c1NC(=S)N/N=C/c1c(Cl)cccc1Cl
 : 0.4	0.6	0.7	9.6	-0.9	2.8	1.4	4.6	4.6
35. Cc1ccc(-c2cc(=O)[nH]c(NCc3ccccc3)n2)cc1
 : 0.0	4.4	-0.2	-10.3	-10.1	2.0	-10.2	0.3	2.5
36. O=C(CSc1ccc(Cl)cc1)NNC(=O)c1cccnc1
 : 0.1	-4.1	-2.4	-6.7	-4.3	-0.3	0.7	-0.6	2.3
37. CCn1cc(CCC(=O)NCc2ccccc2OC)c2ccccc21
 : 0.0	1.1	-5.6	-2.3	-4.1	1.2	0.4	0.7	-2.5
38. COCCNC(=O)CN1CCC(NC(=O)Nc2ccccc2)CC1
 : 0.1	-3.1	-0.9	4.5	-9.9	0.4	-6.7	3.3	5.7
39. O=C(CN(C(=O)CNC(=O)c1ccco1)c1ccc(F)c(Cl)c1)NC1CCCCC1
 : 0.3	0.9	6.3	-4.1	2.5	-2.9	0.8	1.6	-0.6
40. Cc1cc(Nc2ccccc2)n(C(=O)c2ccccc2)n1
 : 0.0	-0.7	-2.6	-7.8	-3.9	-2.1	5.2	5.3	-6.5
41. Cc1c(NC2=NC(C)(C)Cc3ccccc32)c(=O)n(-c2ccccc2)n1C
 : -0.1	-6.8	-2.7	6.4	12.2	-2.8	-5.8	-0.4	-0.3
42. COc1ccc(-c2nc(C#N)c(N3CCc4ccccc4C3)o2)cc1OC
 : -0.5	-1.0	2.8	3.0	28.4	2.8	4.2	6.8	6.5
43. O=C(NC12CC3CC(CC(C3)C1)C2)N1CCN(C(=O)c2ccco2)CC1
 : -0.1	-2.3	1.4	-9.8	18.1	1.0	12.1	1.0	-2.8
44. O=C(CCC(=O)N(CC(=O)NC1CCCCC1)Cc1cccs1)Nc1ccccn1
 : 0.1	-4.0	0.7	36.3	-7.7	-3.0	2.7	0.0	2.9
45. Cc1cccn2c(=O)c3cc(C(N)=S)c(=N)n(CCCN4CCOCC4)c3nc12
 : 0.1	3.9	4.8	4.1	38.9	-3.7	-1.7	-0.3	1.8
46. O=C(c1cc(-c2cccc(O)c2)on1)N1CCc2ccccc2C1
 : 0.2	-0.7	-2.2	i	-60.8	3.6	0.5	5.8	-1.3
47. O=C(NNC(=O)c1cc(-c2ccncc2)nc2ccccc12)c1ccccc1O
 : 0.1	-6.8	2.0	15.5	9.6	-3.4	7.5	-0.4	-0.6
48. CC(C)(C)c1ccc(C(=O)NCC(=O)N2CCC3(CC2)NCCc2[nH]cnc23)cc1
 : -0.1	-7.4	0.6	1.2	2.3	-1.3	-5.1	1.9	-3.2
49. Cc1nn(CC(=O)Nc2nnc(CC(=O)N3CCCC3)s2)c(=O)c2ccccc12
 : -0.1	2.7	4.4	13.2	-0.9	-6.3	-2.3	-0.7	-5.7
50. CS(=O)(=O)N1CCN(C(=O)c2ccc(F)cc2)CC1
 : -0.2	-1.3	0.0	-0.6	6.9	0.1	2.3	-1.1	3.1
51. Cn1cc(S(=O)(=O)NCc2ccc(F)cc2)c(=O)n(C)c1=O
 : -0.1	-1.4	-0.3	-8.7	9.3	-1.8	2.3	3.7	-8.6
52. CCCC(=O)NC(=S)Nc1nc(-c2ccc(OC)cc2)cs1
 : 0.2	3.4	4.3	2.8	9.5	6.8	12.9	1.1	-10.1
53. CCC(OC(=O)c1nsc(Cl)c1Cl)C(=O)NC(C)(C)CC (configuration not stated)
 : 0.0	-6.6	1.6	14.4	-1.4	-0.8	-7.0	-0.3	-0.6
54. Cc1onc(-c2ccccc2Cl)c1C(=O)Nc1ccc(N2CCOCC2)cc1
 : -0.2	2.9	0.7	10.3	20.5	-2.9	-3.8	3.2	-1.9
55. Cc1ccc(S(=O)(=O)NC(C)C(=O)OCC(=O)N(C)c2ccccc2)cc1 (configuration not stated)
 : 0.0	-4.1	·	·	3.4	·	2.9	0.7	·
56. CC1=CC(=C2C(=O)c3ccccc3C2=O)C=C(C)O1
 : -0.1	1.9	-0.5	-4.1	24.3	0.2	3.6	0.5	-9.5

Screening results (PubChem BioAssay)
